PAX8 reporter: PAX8 transcriptional activity inhibition. RMG-I TPO-luciferase reporter, SteadyGlo, 24 h. inhibition, % at 12.6 µM. 360,000 compounds, 1.2% hits. AID 652154;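 active = mean replicate inhibition at least 60% with every replicate also reaching 60%; inconclusive = only one of the two criteria is met; inactive = mean below 60% and not all replicates reaching 60%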;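 also: luciferase light reporting Pax8 driven TPO promoter activity; plate controls were median of neutral control wells for no effect and mitoxantrone controls for full effect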
DENV2 CPE rescue: protects cells from dengue virus 2 cytopathic effect | DENV2-infected cells, cytopathic effect rescue, plate reader | CPE inhibition, % at 9.99 µM | 350,000 compounds, 1.7% hits; in the data active = CPE inhibition above about 20%, passing the limit was not always enough; inconclusive = no clear call, values can overlap the other calls; tested in BHK-21 cells;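 also: 0% = median of neutral control wells and 100% = median of positive control wells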
CASP6 VEID inh: caspase-6 (human) enzyme inhibition | purified caspase-6, Z-VEID-R110 cleavage fluorescence | inhibition, % at 12.5 µM | P55212 | 350,000 compounds, 0.53% hits;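 active = mean inhibition across replicates at least about 35%, with every replicate also reaching that limit, limit read from the data; inconclusive = only one of the two criteria met; inactive = neither criterion met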;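 also: 0% = median of neutral control wells and 100% = no fluorescence left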
Target sequence (P55212 24-179 limits assumed): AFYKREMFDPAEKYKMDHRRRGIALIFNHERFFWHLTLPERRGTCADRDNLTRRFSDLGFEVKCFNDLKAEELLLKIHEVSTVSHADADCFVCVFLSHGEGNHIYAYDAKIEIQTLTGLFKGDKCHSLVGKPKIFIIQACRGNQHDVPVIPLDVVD
Target sequence (P55212 194-293 limits assumed): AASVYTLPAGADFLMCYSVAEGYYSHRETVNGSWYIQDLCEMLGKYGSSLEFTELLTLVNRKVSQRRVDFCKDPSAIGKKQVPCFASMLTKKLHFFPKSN
ARNT TACC3 PPI: ARNT/TACC3 interaction disruption | AlphaScreen His-ARNT PAS-B/GST-TACC3 binding, luminescence; TACC3 fragment carries E629A point mutation | inhibition, % at 9.99 µM | 390,000 compounds, 0.66% hits | AID 623870;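 active = mean inhibition of replicates at least 50% and at least half of replicates each reaching 50%; inconclusive = half or more replicates reach 50% but mean below 50%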;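 also: 0% = complete ARNT plus TACC3 wells and 100% = ARNT alone without TACC3; many hits fall short of the cut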
EWS-Fli block: blocks EWS/Fli oncoprotein-driven transcription; 350,000 compounds, 0.67% hits; inhibition, % at 12.6 µM; A673 NR0B1-luciferase reporter, viability-normalised; AID 651661;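 active = mean inhibition of at least 50% after viability correction, with every replicate also passing that limit; inconclusive = mean reaches 50% but only one of two replicates passes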;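 also: firefly luciferase signal divided by Alamar Blue viability fluorescence both relative to DMSO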
LGR2 inh: blocks bursicon-induced cAMP signaling via Drosophila LGR2; HEK293 LGR2, CRE-luciferase, bursicon-stimulated, 4 h; inhibition, % at 9.99 µM; 380,000 compounds, 0.35% hits;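 active = drop in luminescence signal, shown as inhibition above about 50% in the replicate tests, limit read from the data, passing the limit was not always enough; inconclusive = probably only some replicates passing the limit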;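 also: agonist challenge used bursicon conditioned medium at about half maximal strength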
SIRT5 inh: inhibitors of human sirtuin-5 desuccinylase; Purified SirT5, succinyl-peptide AMC, trypsin-coupled fluorescence; inhibition, % at 15 µM; 330,000 compounds, 1.1% hits; in the data active = inhibition above about 15%; inconclusive = no clear call, values can overlap the other calls
Target sequence (Q9NXA8 whole entry, looked up): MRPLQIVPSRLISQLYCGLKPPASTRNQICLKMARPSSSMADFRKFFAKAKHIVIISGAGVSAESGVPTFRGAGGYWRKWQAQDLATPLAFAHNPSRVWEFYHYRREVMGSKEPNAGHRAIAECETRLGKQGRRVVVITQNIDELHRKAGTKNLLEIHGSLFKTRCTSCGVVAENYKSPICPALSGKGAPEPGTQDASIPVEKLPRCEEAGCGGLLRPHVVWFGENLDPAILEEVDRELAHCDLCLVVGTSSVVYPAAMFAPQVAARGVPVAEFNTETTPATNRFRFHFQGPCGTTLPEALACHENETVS
* marks the source's active call; other numbers are inactive results; u = inconclusive; x = no result given; & = joins results of further samples.

SMILES | PAX8 reporter | DENV2 CPE rescue | CASP6 VEID inh | ARNT TACC3 PPI | EWS-Fli block | LGR2 inh | SIRT5 inh
C[C@H]1CN([C@@H](C)CO)C(=O)c2cccc(NC(=O)Nc3cccc4ccccc34)c2O[C@@H]1CN(C)C(=O)Nc1ccc(C(F)(F)F)cc1 | 74.3* | -8.0 | -0.3 | 12.8 | 8.0 | 4.9 | 0.8
Cc1ccc(CNC(=O)Cc2ccc(NC3=NC4CS(=O)(=O)CC4S3)cc2)cc1 (stereo unspecified) | -12.9 | -0.5 | -0.3 | -3.2 | -3.1 | 10.8 | -1.5
CCn1cc(CN2CCCC(C(=O)c3ccc(-c4ccccc4)cc3)C2)cn1 (stereo unspecified) | -2.6 | 1.3 | -4.6 | 4.8 | 10.5 | 10.8 | -5.2
C/C=C/c1cnc2c(c1)C(=O)N([C@H](C)CO)C[C@@H](C)[C@H](CN(C)C(=O)Cc1ccccc1)O2 | x | -4.5 | 1.3 | -22.5 | -4.9 | 14.5 | -4.1
CC(C)(C)OC(=O)N[C@@H](CC(=O)OCc1ccccc1)C(=O)O | -13.2 | -4.4 | 2.7 | 0.0 | 10.1 | -14.7 | -0.6
CC1CCCCC1NC(=O)COC(=O)c1cc(=O)c2ccccc2o1 (stereo unspecified) | 1.4 | -3.6 | -4.2 | 0.5 | -7.8 | 3.8 | 0.0
C[C@@H]1CN([C@H](C)CO)C(=O)Cc2cc(NC(=O)Nc3ccc(F)cc3)ccc2O[C@@H]1CN(C)S(=O)(=O)c1ccccc1 | x | 19.4 | -0.1 | 0.0 | 3.7 | 0.5 | 6.6
Cc1cc(C)n(-c2ccc(C(=O)N3CCN(c4ccccn4)CC3)cc2)n1 | 6.0 | -2.0 | 5.6 | -8.0 | -6.0 | 14.9 | -0.8
CC(C)(C)NC(=S)NC(=O)C12CCC3CC(CC(C3)C1)C2 | -15.0 | 0.6 | -0.1 | 0.6 | 23.4 | 8.0 | 11.9
C[C@@H]1CN([C@@H](C)CO)C(=O)c2cc(NS(=O)(=O)c3ccccc3)ccc2O[C@@H](C)CCCCO[C@@H]1CN(C)C(=O)CCCN(C)C | -13.9 | -0.4 | -2.6 | 3.8 | -9.0 | -1.0 | -11.6
Cc1ccc(Cc2c(-c3ccccc3)nc3c4ccccc4ccn23)cc1 | -36.2 | -2.7 | 5.1 | x | -67.1 | -5.1 | x
Cc1noc(C)c1CSCC(=O)Nc1nc(-c2ccc(F)c(F)c2)cs1 | -0.2 | 0.0 | 0.3 | 1.0 | 10.9 | 0.8 | -2.2
COc1ccc(NC(=O)Nc2ccc3c(c2)C(=O)N([C@H](C)CO)C[C@H](C)[C@H](CN(C)C(=O)NC(C)C)O3)cc1 | 4.2 | 2.2 | 0.3 | -10.9 | -10.5 | -0.4 | 0.3
COc1ccc(NS(=O)(=O)c2ccc(N3CCCC3)c(N)c2)cc1 | -6.5 | u | -4.2 | 8.3 | -0.4 | -11.7 | -4.8
COc1ccc(/C=N/NC(=O)c2cccc(NC(=O)c3ccccc3Cl)c2)c(OC)c1 | -14.4 | 5.8 | -3.2 | x | -11.1 | 5.0 | 2.0
COc1ccc(CN(C)C(=O)C2CC(=O)N(c3ccc4c(c3)OCCO4)C2)cc1 (stereo unspecified) | 3.8 | 2.6 | -0.2 | x | -8.6 | 1.6 | -0.8
O=S(=O)(Nc1ccccc1N1CCCCC1)c1ccc(F)cc1 | -5.0 | -2.0 | 4.9 | -2.1 | -8.8 | 11.5 | -4.0
Cc1cc(Cl)ccc1OCC(=O)OCC(=O)NCCNC(=O)COC(=O)COc1ccc(Cl)cc1C | -5.1 | 0.8 | -4.8 | 2.5 | 3.0 | 6.5 | -5.9
CC(C)NC(=O)[C@]1(C)CCC[C@@]2(C)C3CC[C@@]4(C)C[C@]3(CCC21)CC4=O (stereo partly specified) | 5.2 | -2.4 | 1.1 | -0.9 | -2.8 | x | -2.9
CS(=O)(=O)c1ccccc1-c1nnc(NC(=O)c2cccc(N3C(=O)CCC3=O)c2)o1 | -4.0 | -1.9 | 23.2 | 41.8 | 1.6 | 19.6 | 1.2
C[C@H]1CN([C@@H](C)CO)C(=O)CCCn2cc(nn2)CO[C@@H]1CN(C)S(=O)(=O)c1ccc(-n2cccn2)cc1 | 3.2 | 1.5&14.6 | 3.0&0.6 | x | -7.8&-8.5 | 0.9&-6.2 | -0.3&-0.2
OC(CNC1CCCCCC1)COc1cccc2ccccc12 (stereo unspecified) | 7.1 | -3.0 | -3.0 | -0.3 | 30.1 | 11.4 | -6.9
N#Cc1ccc(OCCCN2CCC(C(O)(c3ccccc3)c3ccccc3)CC2)c(F)c1 | 15.6 | 2.1 | 3.6 | x | 20.3 | -8.9 | 1.4
CC(NC(=O)COC(=O)c1c[nH]c2ccccc12)c1ccccc1 (stereo unspecified) | 8.1 | -2.9 | 2.4 | x | 2.3 | -15.6 | -5.4
CN(C)CCCNC(=O)C[C@@H]1CC[C@H]2[C@@H](COC[C@H](O)CN2S(=O)(=O)c2ccccc2)O1 | 6.8 | 59.9* | -2.3 | -10.8 | 6.2 | -1.7 | -0.8
C[C@@H]1CCCCO[C@H](CN(C)Cc2ccc(Cl)c(Cl)c2)[C@@H](C)CN([C@H](C)CO)C(=O)c2cc(NC(=O)Cc3ccccc3)ccc2O1 | -2.4 | 5.2 | -2.3 | -1.1 | -5.0 | -3.9 | -2.8
CC1CCCN(c2ccc(C(=O)NCC3CCCO3)cn2)C1 (stereo unspecified) | x | 1.0 | x | 0.8 | -68.7 | 1.7 | 2.3
CO[C@@H]1CN(C)C(=O)c2cc(NC(=O)C3CCCCC3)ccc2OC[C@@H](C)N(C(=O)c2ccccc2)C[C@@H]1C | -3.4 | -2.0 | 0.4 | 1.1 | 1.5 | -2.8 | 1.3
CSc1cccc(NC(=O)CCC(=O)O)c1 | 8.7 | -5.0 | -0.5 | -5.4 | 5.4 | 18.4 | -3.4
COC(=O)c1sccc1NS(=O)(=O)c1ccccc1 | 8.2 | -6.4 | 0.8 | -2.7 | -15.4 | 0.7 | 1.9
N#C/C(=C\N1CCOCC1)C(N)=O | 8.8 | 0.4 | 0.7 | -3.6 | -8.1 | -6.9 | 1.0
Cc1cc(C)cc(NC(=O)[C@H](Cc2c[nH]c3ccccc23)NC(=O)[C@@H]2Cc3ccccc3CN2)c1 | x | u | -3.2 | 7.6 | 15.3 | x | x
CCCNC(=O)CCc1c(C)nc2c(c(C)nn2-c2ccccc2)c1C | 10.5 | 2.0 | -7.2 | 3.8 | 1.3 | -6.1 | -2.5
COc1cc(Cl)c(C)cc1NC(=O)COc1ccc(C)nc1[N+](=O)[O-] | -30.7 | 11.6 | -2.1 | x | -84.3 | -57.8 | -2.7
COc1ccc(-c2ccc3c(c2)O[C@@H](CN(C)CC2CCOCC2)[C@@H](C)CN([C@H](C)CO)S3(=O)=O)cc1 | x | -1.7 | -0.5 | -1.6 | -5.1 | 32.7 | -0.6
O=C(c1ccc(Cl)cc1)[C@@H]1[C@@H]2C(=O)N(c3cccc4ccccc34)C(=O)[C@@H]2C2c3ccccc3C=NN21 (stereo partly specified) | 7.0 | 8.2 | 0.1 | 1.9 | -7.7 | 4.0 | -6.7
CC1(C(=O)Nc2cccc(Oc3ccccc3)c2)CCN1Cc1ccccc1Cl (stereo unspecified) | 21.0 | -3.2 | -2.2 | x | 15.8 | 3.2 | -0.8
COc1cccc(C(=O)NCC(=O)N/N=C(\C)Cc2ccccc2)c1 | -0.3 | 4.1 | 3.3 | -0.5 | -6.7 | -1.9 | -0.7
C/C=C/c1ccc([C@H]2[C@@H](CO)N3C(=O)CN(C(=O)Cc4cccnc4)C[C@@H]23)cc1 | -14.4 | -4.1 | 2.0 | x | -2.0 | 10.2 | 2.9
O=C(CNS(=O)(=O)c1ccc(Br)cc1)NCc1cccnc1 | 10.9 | -2.2 | 1.1 | -4.7 | x | 0.9 | -7.9

3 compounds picked at random from the list so far, as already listed:
SMILES | PAX8 reporter | DENV2 CPE rescue | CASP6 VEID inh | ARNT TACC3 PPI | EWS-Fli block | LGR2 inh | SIRT5 inh
O=C(c1ccc(Cl)cc1)[C@@H]1[C@@H]2C(=O)N(c3cccc4ccccc34)C(=O)[C@@H]2C2c3ccccc3C=NN21 (stereo partly specified) | 7.0 | 8.2 | 0.1 | 1.9 | -7.7 | 4.0 | -6.7
Cc1cc(C)cc(NC(=O)[C@H](Cc2c[nH]c3ccccc23)NC(=O)[C@@H]2Cc3ccccc3CN2)c1 | x | u | -3.2 | 7.6 | 15.3 | x | x
O=C(CNS(=O)(=O)c1ccc(Br)cc1)NCc1cccnc1 | 10.9 | -2.2 | 1.1 | -4.7 | x | 0.9 | -7.9

(list continues)
SMILES | PAX8 reporter | DENV2 CPE rescue | CASP6 VEID inh | ARNT TACC3 PPI | EWS-Fli block | LGR2 inh | SIRT5 inh
O=C(CSc1n[nH]c(=O)[nH]c1=O)Nc1cccc(S(=O)(=O)N2CCOCC2)c1 | -7.0 | -12.9 | -1.9 | 0.8 | -10.8 | -4.7 | 1.4
COC(=O)C[C@@H]1C=C[C@@H](NC(=O)Nc2ccc(C(F)(F)F)cc2)[C@@H](CO)O1 | -1.0 | u | 0.6 | -0.3 | -10.8 | 11.3 | -1.6
CN(C)c1ccc(NC(=O)CSc2nnc(C3CCCCC3)n2N)cc1 | -16.3 | -1.1 | -2.1 | 0.5 | -28.5 | 7.1 | -7.9
Cn1cc(CN2CCCC(CO)(Cc3cccc(Cl)c3)C2)cn1 (stereo unspecified) | -7.9 | 4.3 | -1.3 | 0.5 | -1.4 | 8.6 | -4.3
COc1ccc(-n2ccnc(SCC(=O)NC3CCCC3)c2=O)cc1OC | -13.2 | -2.7 | 2.5 | 0.8 | 2.6 | -13.2 | 5.1
CCC(=O)N1[C@H](CO)[C@@H](c2ccc(C3=CCCC3)cc2)[C@@H]1CN(C)C(C)=O | -5.6 | u | x | 0.4 | -2.0 | -18.3 | x
O=C(Cn1nc(C(F)(F)F)c2c1CCCC2)N1CCOCC1 | -6.2 | 5.4 | 4.7 | 4.0 | 6.6 | -8.1 | -4.9
COC(=O)C[C@@H]1CC[C@H]2[C@H](COc3ccc(NS(=O)(=O)c4ccc(F)cc4)cc3C(=O)N2C)O1 | -4.1 | -5.1 | x | -2.8 | 4.7 | 9.5 | -0.9
Cc1noc(C)c1NC(=O)Nc1ccc2c(c1)CC(=O)N([C@H](C)CO)C[C@H](C)[C@@H](CN(C)S(=O)(=O)c1ccc(F)cc1)O2 | -1.1 | -2.5 | 0.5 | -3.1 | -18.7 | -1.0 | -7.1
CC(=O)Nc1ccc(CNc2nc(NC(C)C)nc3ccsc23)cc1 | -12.0 | 4.8 | -2.2 | x | -24.9 | 3.8 | x
O=S(=O)(c1ccccc1F)N1CCCCN2[C@H](C1)[C@@H](c1ccc(-c3cncnc3)cc1)[C@@H]2CO | -7.6 | 9.0 | -1.4 | -8.0 | 5.8 | -5.9 | -0.3
COc1cc2c(cc1OC)CN(C(=O)CN1C(=O)NC3(CCCCC3C)C1=O)CC2 (stereo unspecified) | 7.1 | -0.4 | 1.3 | 0.5 | 0.8 | 2.1 | 0.2
COc1ccc(OC)c(NC(=O)CCCN2C(=S)NC(C)(C)CC2C)c1 (stereo unspecified) | 24.1 | -7.6 | -2.3 | 4.6 | -0.4 | 8.2 | -5.2
C/C=C/c1cnc2c(c1)C(=O)N([C@H](C)CO)C[C@@H](C)[C@@H](CN(C)Cc1ccc(F)cc1)O2 | 3.3 | 3.7 | 0.9 | x | -5.2 | 1.0 | 1.1
CCS(=O)(=O)Nc1ccc2c(c1)C(=O)N(C)[C@H]1CC[C@H](CC(=O)Nc3ccc(Cl)cc3)O[C@@H]1CO2 | 9.1 | 2.4 | -0.9 | 3.8 | 3.5 | 5.0 | -2.6
CN(c1ccccc1)S(=O)(=O)c1ccc(C(=O)N2CCCC2)cc1 | -6.3 | -7.5 | -2.1 | x | 5.1 | -8.9 | 3.2
O=C(C[C@@H]1CC[C@H](NC(=O)C2CCOCC2)[C@@H](CO)O1)NCC1CCCCC1 | 16.5 | 4.1 | -0.1 | -1.0 | -6.4 | -0.3 | -2.3
